Ba/F3 V617F tox = reduced viability of JAK2V617F-dependent Ba/F3 cells, primary screen, JAK2V617F inhibitor project, cell-based, Ba/F3 EpoR-JAK2V617F, luminescence; inhibition, % at 5.6 µM; AID 1446, 2008; 220,000 compounds, 1.1% hits; ATP luminescence;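 active means inhibition above the campaign mean plus 3 SD over all tested compounds, cut at about 24% in these data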;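 further: cytokine-independent growth of Ba/F3 cells driven by EpoR plus mutant JAK2; 0% = DMSO-treated cells and 100% = JAK inhibitor I control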
BaF3 tox = parental Ba/F3 cell viability inhibition, counter-screen for JAK2V617F inhibitor project, murine pro-B, CellTiter-Glo luminescence; CellTiter-Glo ATP luminescence; inhibition, % at 5.6 µM; 220,000 compounds, 1.1% hits; AID 1486, 2009;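 active means inhibition above a per-campaign cutoff, the mean inhibition of all tested compounds plus 3 SD, cut at about 27% in these data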;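 further: 0% = DMSO wells and 100% = JAK Inhibitor I control wells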
CHOP inhibitor = inhibitors of CHOP promoter induction, primary screen, cell-based, unfolded protein response, luciferase reporter; CHO-K1 CHOP-promoter luciferase, tunicamycin-induced, 15-18 h; inhibition, % at 10 µM; 220,000 compounds, 3.8% hits;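 active means compounds that reduced the stress-induced luciferase reporter signal by more than about 70% of percent inhibition, limit read from the data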;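 further: 0% = tunicamycin plus vehicle and 100% = wells without tunicamycin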
S1P4 agonist = S1P4 receptor agonists, primary screen, cell-based. S1P4-expressing cell line, agonist reporter assay. 220,000 compounds, 0.35% hits. activation, % at 4.98 µM. AID 1509, 2009. Sphingosine 1-phosphate receptor 4 (Homo sapiens), O95977; in the data active means activation above about 11%;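 further: 0% = DMSO vehicle and 100% = reference agonist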
S1P4 antagonist = S1P4 receptor antagonists, primary screen, cell-based; S1P4-expressing cells, antagonist mode, reporter read-out; inhibition, % at 4.98 µM; 220,000 compounds, 0.26% hits; in the data active means inhibition above about 29%;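 further: 0% = wells stimulated with agonist and 100% = vehicle wells without agonist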
NPY2 pot ag = NPY-Y2 potentiators or agonists, primary screen, cell-based. cells expressing NPY-Y2, potentiator/agonist read-out. activation, % at 3.6 µM. 220,000 compounds, 0.45% hits. Neuropeptide Y receptor type 2 (Homo sapiens), P49146; in the data active means activation above about 27%;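 further: cells stimulated with NPY near EC25 plus isoproterenol at EC100; 0% = vehicle plus submaximal agonist and 100% = vehicle plus saturating agonist; some results beyond the cut were filed as inactive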
Target sequence (P49146 whole entry, looked up): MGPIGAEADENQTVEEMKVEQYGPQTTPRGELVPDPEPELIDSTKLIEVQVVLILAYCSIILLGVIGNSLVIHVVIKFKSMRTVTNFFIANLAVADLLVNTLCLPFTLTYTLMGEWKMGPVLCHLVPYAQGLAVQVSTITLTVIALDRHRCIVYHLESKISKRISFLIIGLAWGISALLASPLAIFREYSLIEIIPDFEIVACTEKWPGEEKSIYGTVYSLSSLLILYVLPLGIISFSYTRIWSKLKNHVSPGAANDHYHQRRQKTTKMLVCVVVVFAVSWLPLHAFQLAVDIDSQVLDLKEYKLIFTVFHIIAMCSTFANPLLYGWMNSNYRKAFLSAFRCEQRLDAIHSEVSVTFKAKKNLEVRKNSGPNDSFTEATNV
NPY Y1 blocker = NPY-Y1 receptor antagonists, primary screen, cell-based; Neuropeptide Y receptor type 1 (Homo sapiens), P25929; HEK293-CNG Y1 cells, membrane potential fluorescence; NPY at EC95, then isoproterenol; inhibition, % at 3.6 µM; 200,000 compounds, 1% hits;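 active means inhibition above the campaign mean inhibition of all tested compounds plus 3 SD, cut at about 20% in these data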;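 further: 0% = DMSO wells given NPY plus isoproterenol and 100% = isoproterenol alone without NPY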
Target sequence (P25929 whole entry, looked up): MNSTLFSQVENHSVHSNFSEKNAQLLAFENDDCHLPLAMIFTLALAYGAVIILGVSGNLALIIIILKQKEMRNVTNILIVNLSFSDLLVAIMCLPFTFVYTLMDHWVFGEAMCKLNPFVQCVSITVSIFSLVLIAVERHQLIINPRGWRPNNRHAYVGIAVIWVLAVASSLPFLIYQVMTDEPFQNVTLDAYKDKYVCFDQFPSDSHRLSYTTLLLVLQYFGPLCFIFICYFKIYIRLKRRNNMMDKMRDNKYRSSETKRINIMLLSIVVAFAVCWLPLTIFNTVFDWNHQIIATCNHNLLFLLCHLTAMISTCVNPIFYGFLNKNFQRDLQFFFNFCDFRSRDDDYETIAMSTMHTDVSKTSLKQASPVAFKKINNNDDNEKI
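Test system – HEK293 Y1/CNG channel cell line · Also added – NPY agonist 25 nM, then isoproterenol 1 µM plus Ro 20-1724 25 µM · Compound dosing – one concentration, 3.6 µM, in 0.4% DMSO · Schedule – compound incubation 1 h at room temperature, readout 45 min post-stimulation · Technique – fluorescence, membrane potential probe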
p47phox inh = p47phox/p22phox peptide binding inhibitors, primary screen, biochemical, uHTS, NADPH oxidase regulatory subunit; Neutrophil cytosol factor 1 (Homo sapiens), P14598; 220,000 compounds, 0.53% hits; inhibition, % at 24.7 µM; fluorescence polarization, 2 h;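 active means inhibition above about 30%, limit read from the data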;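 further: 0% = p47phox with labelled peptide and 100% = labelled peptide alone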
NPY1 pot ag = NPY-Y1 receptor potentiators or agonists, primary screen, cell-based. activation, % at 3.6 µM. Neuropeptide Y receptor type 1 (Homo sapiens), P25929. NPY-Y1 expressing cells, potentiator/agonist activation. 220,000 compounds, 0.37% hits; in the data active means activation above about 33%, passing the limit was not always enough;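 further: cells stimulated with NPY at EC10 then isoproterenol at EC100; 0% = low agonist plus stimulus and 100% = saturating agonist plus stimulus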
The depositor's hits bear a star; x = not tested or not shown.

SMILES	Ba/F3 V617F tox	BaF3 tox	CHOP inhibitor	S1P4 agonist	S1P4 antagonist	NPY2 pot ag	NPY Y1 blocker	p47phox inh	NPY1 pot ag
O=C(O)c1cccc(NC(=S)N/N=C/c2c[nH]c3ccccc23)c1	-4	8	0	2.0	-5	-5	2	-7	4
CCN(CC)CCNC(=O)CCc1n[nH]c(=O)c2ccccc12	-3	3	-1	-0.4	-2	14	11	-8	-15
Cc1ccc(C)c(S(=O)(=O)NCCCN2CCOCC2)c1	5	5	-26	-2.0	-24	7	-4	0	8
Cc1ccc(C(=O)/C=C\C(=O)c2ccc(C)cc2)cc1	-2	3	102*	-0.4	13	-2	12	-4	-27
O=C(Nc1ccc2c(c1)OCO2)C1CCCN(c2nc3ccccc3s2)C1 (stereo not given)	2	7	58	-0.4	3	0	6	9	-22
O=C(NCCN1CCOCC1)c1cccnc1SCc1ccccc1Cl	3	3	1	-0.3	-15	-14	5	3	-8
C=CCOC(=O)C1=C[C@H](c2coc3ccccc3c2=O)C[C@H](OCc2ccc(CO)cc2)O1	-6	0	13	-0.4	-4	-4	0	x	8
COc1cnc(-c2cccc(C(F)(F)F)c2)nc1OC	-2	5	39	2.1	-3	11	2	-5	5
FC(F)(F)c1nnc2sc(-c3ccco3)nn12	2	5	24	-0.4	3	-1	1	-9	8
Cc1ccc(C)c2[nH]c(=O)c(CN(CCN3CCOCC3)Cc3nnnn3CC3CCCO3)cc12 (stereo not given)	2	4	-17	-0.5	3	-13	10	-1	-18
c1ccc(-n2nnnc2SCCCSc2nc3ccccc3s2)cc1	1	-1	28	-0.1	13	-8	17	-7	-15
CC(=O)C1=C(O)C(=O)N(CCCn2ccnc2)C1c1ccc(C)cc1 (stereo not given)	-3	1	-17	-1.8	-16	1	6	-1	5
CCC(=O)Nc1cc(ON=C(C)C)cc([N+](=O)[O-])c1	3	6	10	-1.6	-2	16	-5	-5	5
Cc1[nH]c2ccccc2c1C(=O)C(=O)NCCCn1ccnc1	-2	0	-18	2.4	-12	5	1	2	14
CCOC(=O)/C(=C\c1cccnc1)C(=O)c1cc(C(C)=O)c(Nc2ccccc2)s1	1	0	x	-6.0	63*	-13	8	-6	-16
Cc1ccc(S(=O)(=O)Nc2ccc(-c3nc4cc(NS(=O)(=O)c5ccc(C)cc5)ccc4o3)cc2)cc1	-2	2	60	-4.7	4	17	-8	-15	3
O=[N+]([O-])c1ccc(N2CCOCC2)c(S(=O)(=O)N2CCOCC2)c1	4	0	1	-0.7	0	-10	5	6	-3
C=CCn1c(SCCC(=O)O)nnc1-c1cccs1	0	1	3	-0.8	-13	-5	-5	-5	2
CCCCN(C)CCCNC(=O)c1ccc2c(c1)NC(=O)C(N1CCOCC1)S2 (stereo not given)	-3	0	-8	-0.2	-9	5	-3	-6	-4
Cc1onc(-c2ccccc2)c1C(=O)N/N=C/C(Br)=C/c1ccccc1	4	-1	39	0.0	-9	1	-2	-1	-13
CCCCOc1ncnc2c1[nH]c1ccccc12	0	35*	x	-2.7	-11	16	1	-5	4
COc1ccc(C(=O)N=c2sc3ccccc3n2C)cc1OC	-2	4	-28	1.4	-22	-8	5	-3	14
C=CCNC(=O)/C(C#N)=C/c1ccc(OS(=O)(=O)c2ccc(C)cc2)c(OC)c1	-2	0	-15	0.7	-4	1	-3	-1	6
Cc1ccc(CSc2nnc(-c3ccncc3)o2)c(C)c1	0	5	13	0.5	-17	4	-4	-12	-14
O=C(O)CCc1nn2c3ccccc3nc2n(CCN2CCCCC2)c1=O	-2	2	-8	0.7	2	16	13	-8	0

A section from the list above, for reference:
SMILES	Ba/F3 V617F tox	BaF3 tox	CHOP inhibitor	S1P4 agonist	S1P4 antagonist	NPY2 pot ag	NPY Y1 blocker	p47phox inh	NPY1 pot ag
O=C(O)c1cccc(NC(=S)N/N=C/c2c[nH]c3ccccc23)c1	-4	8	0	2.0	-5	-5	2	-7	4
CCN(CC)CCNC(=O)CCc1n[nH]c(=O)c2ccccc12	-3	3	-1	-0.4	-2	14	11	-8	-15
Cc1ccc(C)c(S(=O)(=O)NCCCN2CCOCC2)c1	5	5	-26	-2.0	-24	7	-4	0	8
Cc1ccc(C(=O)/C=C\C(=O)c2ccc(C)cc2)cc1	-2	3	102*	-0.4	13	-2	12	-4	-27
O=C(Nc1ccc2c(c1)OCO2)C1CCCN(c2nc3ccccc3s2)C1 (stereo not given)	2	7	58	-0.4	3	0	6	9	-22
O=C(NCCN1CCOCC1)c1cccnc1SCc1ccccc1Cl	3	3	1	-0.3	-15	-14	5	3	-8
C=CCOC(=O)C1=C[C@H](c2coc3ccccc3c2=O)C[C@H](OCc2ccc(CO)cc2)O1	-6	0	13	-0.4	-4	-4	0	x	8
COc1cnc(-c2cccc(C(F)(F)F)c2)nc1OC	-2	5	39	2.1	-3	11	2	-5	5
FC(F)(F)c1nnc2sc(-c3ccco3)nn12	2	5	24	-0.4	3	-1	1	-9	8
Cc1ccc(C)c2[nH]c(=O)c(CN(CCN3CCOCC3)Cc3nnnn3CC3CCCO3)cc12 (stereo not given)	2	4	-17	-0.5	3	-13	10	-1	-18
c1ccc(-n2nnnc2SCCCSc2nc3ccccc3s2)cc1	1	-1	28	-0.1	13	-8	17	-7	-15
CC(=O)C1=C(O)C(=O)N(CCCn2ccnc2)C1c1ccc(C)cc1 (stereo not given)	-3	1	-17	-1.8	-16	1	6	-1	5

The listing picks up, repeating the 2 entries before the break.
SMILES	Ba/F3 V617F tox	BaF3 tox	CHOP inhibitor	S1P4 agonist	S1P4 antagonist	NPY2 pot ag	NPY Y1 blocker	p47phox inh	NPY1 pot ag
Cc1ccc(CSc2nnc(-c3ccncc3)o2)c(C)c1	0	5	13	0.5	-17	4	-4	-12	-14
O=C(O)CCc1nn2c3ccccc3nc2n(CCN2CCCCC2)c1=O	-2	2	-8	0.7	2	16	13	-8	0
Cc1sc2nc(CN3CCOCC3)nc(N3CCC(C(N)=O)CC3)c2c1C	2	1	x	1.1	-14	-4	0	x	-2
COc1ccccc1Cn1c(-c2ccco2)nc2nc3ccccc3nc21	1	4	x	-0.4	-3	14	-1	x	-7
CC(=O)Nc1cc(C(F)(F)F)ccc1OCCOc1ccccc1	0	2	x	0.8	-16	-11	3	x	-12
COc1ccc(OCCNC(=O)CSc2ccc(C(F)(F)F)cc2[N+](=O)[O-])cc1	-1	3	10	-0.5	-2	1	6	-10	-4
O=C(c1cnn2c(C(F)(F)F)cc(-c3ccco3)nc12)N1CCCc2ccccc21	0	0	25	1.2	5	13	-3	4	-1
CNc1nc(OCC#N)nc(N2CCCCC2)n1	-5	4	3	0.2	2	7	1	-7	2
COc1ccc(-c2c/c(=N\c3nc(-c4ccccc4)c(C)s3)c3ccccc3o2)cc1O	-7	0	x	-1.6	-12	16	2	-41	-13
COc1ccc(-c2noc(CN(C(=O)c3c(-c4ccccc4Cl)noc3C)C(C)C)n2)cc1	-2	6	72*	0.6	-15	-4	-2	-5	-9
Oc1ccc(CNc2ccccc2O)cc1	0	6	20	3.3	-12	-6	-5	73*	-13
C(=N\N1CCN(c2ccccn2)CC1)/c1ccco1	4	6	-12	1.0	-19	8	-7	3	12
O=C(O)CN1CCNCC1	1	2	10	1.6	-18	-14	6	3	-3
O=C(NCc1cccnc1)c1cc(C(=O)C2CC2)c[nH]1	0	7	9	-0.2	-7	1	-1	-5	2
O=C1/C(=C/c2cccc(Br)c2)SC(=S)N1/N=C/c1cc([N+](=O)[O-])ccc1O	2	0	13	1.5	5	3	x	-5	30
COc1ccc(C=Nc2cccc3ncccc23)cc1	19	11	-5	0.9	-5	-9	0	-14	3
Cc1cc(Cc2ccc(N)c(C)c2)ccc1N	-3	2	18	0.5	4	15	x	-7	17
O=C(O)/C=C/c1ccccc1Oc1ccc(Cl)cc1Cl	1	5	9	1.8	-3	2	4	-12	-20
C=CCN=C1NN=C(c2ccc3c(c2)OCCO3)CS1	1	1	71*	0.5	-5	-8	7	-25	-29
CC(=O)N1CCN(c2ccc(NCc3ccccc3)cc2)CC1	0	2	-23	0.9	6	-1	-6	3	-16
Cc1cc(NC(=O)CSc2nnc(C(C)N(C)C)n2-c2ccc(F)cc2)no1 (stereo not given)	2	2	2	1.0	-24	10	0	-15	6
O=C(Nc1ccc2oc(=O)ccc2c1)c1cccnc1Cl	-1	7	10	-1.9	-14	-1	-3	-2	14
NC(=O)COc1ccc(/C=N/NC(=O)C2CCCN2S(=O)(=O)c2ccc(Cl)cc2)cc1 (stereo not given)	-4	1	-29	1.1	-13	-15	-3	-5	0
CCC(C)C(NC(=O)[C@@H](NC(=O)c1ccccc1F)C(C)C)C(=O)OC (stereo not given in full)	4	7	3	1.5	-1	-15	4	0	0
Cc1cc(C)c(NC(=O)CS)c(Cl)c1	-2	-3	32	-1.4	17	-1	-3	-16	-7
COCCCNC(=S)N/N=C/c1ccc2ccccc2c1	-1	-2	5	1.6	2	-27	x	-6	-15
Cc1cccc(CCNC(=O)C2CCC(CNS(=O)(=O)c3cccs3)CC2)c1 (stereo not given)	3	7	1	-1.5	-4	3	4	-12	16

Other structures follow.
SMILES	Ba/F3 V617F tox	BaF3 tox	CHOP inhibitor	S1P4 agonist	S1P4 antagonist	NPY2 pot ag	NPY Y1 blocker	p47phox inh	NPY1 pot ag
CC1(C)NC(=O)N(CC(O)CN2CCCC2)C1=O (stereo not given)	0	6	-5	-0.2	14	-7	6	0	16
Cc1cccc(CSc2ncnc3c2cnn3Cc2ccccc2)c1	0	5	6	2.3	12	-10	11	-4	-17
CC(C)CC(N=Cc1c(O)c2ccccc2oc1=O)C(=O)O (stereo not given)	-2	5	3	1.7	-14	-12	3	-20	12
COc1ccc(-c2noc(=O)n2CC(=O)N2CCC(Cc3ccccc3)CC2)cc1	-4	4	11	0.6	-1	-2	-6	-5	-1
Cc1ccc(OCc2n[nH]c(=S)n2Cc2ccccc2)cc1	-3	0	-19	0.3	-7	-16	-4	-2	10
O=C(CSc1ccc(-c2ccc(F)cc2)nn1)N1CCCc2ccccc21	-3	3	35	4.5	-1	-9	-3	-9	6
CCOC(=O)c1c(NC(=O)CSc2nnc(CNc3ccc(Cl)cc3)o2)sc(C)c1C	-3	4	47	1.7	-12	11	3	-9	11
C=CCc1cccc2cc(C(=O)NC3CCCC3)c(=O)oc12	2	8	60	1.4	4	13	2	-2	13
CCOC(=O)C1=C(CS(=O)(=O)c2ccccc2)NC(=O)NC1c1ccc(O)c(OC)c1 (stereo not given)	2	0	-10	2.2	7	4	x	0	-8
CC(C)Oc1ccc(Cc2cnc(N)nc2N)cc1	10	4	-18	-0.6	9	-13	11	-8	-12

Screens: PubChem BioAssay, several laboratories
